# BioA inh: blocks M. tuberculosis BioA enzyme activity | AID 602481 | purified M. tuberculosis BioA enzyme, plate reader | 0.096% of 360,000 active | inhibition, % at 9.99 µM; in the data active means inhibition above about 40%; inconclusive means no clear call, values can overlap the other calls
# CCHFV vOTU inh: blocks the CCHF virus ovarian tumor domain protease. CCHFV vOTU protease, Pep-AMC fluorescence. inhibition, % at 11.5 µM. 0.55% of 370,000 active. AID 651958; further: 0% = vehicle wells with enzyme and 100% = no enzyme wells
# FBA Mtb inh: inhibitors of M. tuberculosis fructose-bisphosphate aldolase; inhibition, % at 1 µM; P9WQA3; 2.3% of 360,000 active; purified M. tuberculosis FBA, fluorescence read-out; in the data active means inhibition above about 27%;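 further: 0% = vehicle and 100% = reference inhibitor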
# Target sequence (P9WQA3 whole entry, looked up): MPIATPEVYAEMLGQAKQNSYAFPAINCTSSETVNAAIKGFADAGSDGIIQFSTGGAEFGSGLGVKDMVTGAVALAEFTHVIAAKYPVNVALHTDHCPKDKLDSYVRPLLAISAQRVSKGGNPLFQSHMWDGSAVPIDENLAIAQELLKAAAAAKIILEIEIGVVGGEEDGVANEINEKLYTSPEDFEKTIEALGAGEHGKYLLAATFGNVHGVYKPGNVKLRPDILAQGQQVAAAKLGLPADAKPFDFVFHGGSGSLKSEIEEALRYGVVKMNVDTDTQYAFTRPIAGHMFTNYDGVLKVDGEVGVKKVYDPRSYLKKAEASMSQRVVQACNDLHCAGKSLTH
# BoNT F protease: blocks Botulinum neurotoxin F light chain protease; Multiplex microsphere protease cleavage assay, flow cytometry; inhibition, % at 10 µM; 0.22% of 360,000 active; in the data active means inhibition above about 35%, passing the limit was not always enough; inconclusive means no clear call, values can overlap the other calls; further: plate controls were buffer without enzyme for full effect and enzyme alone for no effect
# Rv3671c protease: Rv3671c (M. tuberculosis) protease inhibition. P9WHR9. inhibition, % at 5.96 µM. 0.048% of 320,000 active; in the data active means inhibition above about 38%;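 further: extracellular domain of Rv3671c used as enzyme; 0% = enzyme with DMSO and 100% = no enzyme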
# Target sequence (P9WHR9 whole entry, looked up, the tested form may be a part): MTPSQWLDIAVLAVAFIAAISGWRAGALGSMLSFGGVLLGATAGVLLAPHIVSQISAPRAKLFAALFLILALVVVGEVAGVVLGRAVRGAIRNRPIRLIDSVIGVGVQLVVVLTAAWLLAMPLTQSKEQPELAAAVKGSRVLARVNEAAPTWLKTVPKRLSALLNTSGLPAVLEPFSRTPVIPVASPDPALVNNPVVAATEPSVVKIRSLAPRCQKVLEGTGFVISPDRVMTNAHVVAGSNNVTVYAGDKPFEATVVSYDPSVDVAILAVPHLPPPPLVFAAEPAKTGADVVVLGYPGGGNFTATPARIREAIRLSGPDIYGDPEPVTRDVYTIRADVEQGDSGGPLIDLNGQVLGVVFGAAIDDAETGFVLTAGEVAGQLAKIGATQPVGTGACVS
# DUSP3 inh: inhibitors of human VHR1 phosphatase (DUSP3) | AID 1654 | recombinant VHR phosphatase, pNPP absorbance | inhibition, % at 13.3 µM | 0.52% of 290,000 active; in the data active means inhibition above about 50%; further: some compounds called inactive have numbers as strong as hits
# Target sequence (P51452 whole entry, looked up): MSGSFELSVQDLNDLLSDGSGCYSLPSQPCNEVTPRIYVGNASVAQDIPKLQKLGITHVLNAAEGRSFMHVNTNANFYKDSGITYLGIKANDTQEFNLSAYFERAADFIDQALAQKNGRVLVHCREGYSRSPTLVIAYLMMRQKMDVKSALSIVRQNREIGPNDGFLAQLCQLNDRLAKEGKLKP
# Mtb UGM inh: blocks M. tuberculosis UGM enzyme | P9WIQ1 | inhibition, % at 10 µM | AID 504406 | purified UGM, fluorescence polarization probe displacement | 0.06% of 320,000 active; in the data active means inhibition above about 10%, passing the limit was not always enough; inconclusive means no clear call, values can overlap the other calls
# GDH-TPI inh: counter-screen for M. tuberculosis FBA inhibitors: GDH-TPI coupled enzymes | GDH-TPI coupled enzyme counterscreen, NADH absorbance | inhibition, % at 4.8 µM | 1.2% of 360,000 active;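 further: 0% = DMSO wells and 100% = wells lacking the enzyme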
# MazEF act: increases E. coli MazEF RNase cleavage of RNA; P0AE70; 0.32% of 350,000 active; activation, % at 20 µM; FAM/BHQ RNA-DNA oligo cleavage fluorescence, 5 h; in the data active means activation above about 50%
# Target sequence (P0AE70 whole entry, looked up): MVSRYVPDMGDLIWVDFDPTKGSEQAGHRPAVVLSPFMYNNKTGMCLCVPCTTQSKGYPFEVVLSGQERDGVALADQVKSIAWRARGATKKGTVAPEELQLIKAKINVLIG
# FadD28 binding: M. tuberculosis FadD28 bisubstrate binding inhibition; inhibition, % at 12.5 µM; FadD28 bisubstrate probe binding, fluorescence polarization; 0.22% of 360,000 active; in the data active means inhibition above about 8.5%, passing the limit was not always enough; inconclusive means no clear call, values can overlap the other calls
# An asterisk follows results filed as active; ? = inconclusive; nt = no result given; & = joins results of further samples. Unless noted, no stated cut-off is given here; in the data, active means inhibition above about 30%; inactive means the rest.
# The first 3 compounds, ahead of the listing:
SMILES,BioA inh,CCHFV vOTU inh,FBA Mtb inh,BoNT F protease,Rv3671c protease,DUSP3 inh,Mtb UGM inh,GDH-TPI inh,MazEF act,FadD28 binding
COC(=O)c1sc(NC(=O)c2c(-c3ccccc3)noc2C)nc1C,0.0,5,1,-9,-9,11,2.5,16,-4,0.3
COC(=O)CSc1nnc(CNC(=O)c2ccc(S(=O)(=O)N(C)C)cc2)n1C,nt,7,-1,0,3,16,-1.5,-6,0,-1.9
COc1ccc(-c2cn3c4c(sc3n2)CCCC4)cc1,4.2,3,0,-1,1,-4,1.4,-5,5,-2.5

# All compounds of this part, from the start:
SMILES,BioA inh,CCHFV vOTU inh,FBA Mtb inh,BoNT F protease,Rv3671c protease,DUSP3 inh,Mtb UGM inh,GDH-TPI inh,MazEF act,FadD28 binding
COC(=O)c1sc(NC(=O)c2c(-c3ccccc3)noc2C)nc1C,0.0,5,1,-9,-9,11,2.5,16,-4,0.3
COC(=O)CSc1nnc(CNC(=O)c2ccc(S(=O)(=O)N(C)C)cc2)n1C,nt,7,-1,0,3,16,-1.5,-6,0,-1.9
COc1ccc(-c2cn3c4c(sc3n2)CCCC4)cc1,4.2,3,0,-1,1,-4,1.4,-5,5,-2.5
COc1ccc(C(=O)COC(=O)C2CCN(S(=O)(=O)c3cccc4cccnc34)CC2)cc1,-5.6,8,2,-7,-10,1,-0.9,-1,1,-0.8
COc1ccccc1-c1nc2ccc(Cl)cc2c(=O)n1O,nt,-4,-1,-8,0,4,0.5,4,8,2.8
CCOC(=O)c1cc(-c2csc(-c3ccc(C(F)(F)F)cc3)n2)on1,nt,-1,-2,?,7,12,2.3,5,-4,-0.9
CCN1CCN(C(=S)c2ccc(OC)cc2)CC1,-0.8,9,-1,1,-12,30,1.9,3,23,-0.5
CS(=O)(=O)N1c2ccccc2[C@@]2(Br)C[C@H]3C(=O)N[C@@H](Cc4ccccc4)C(=O)N3[C@@H]12,1.2,15,0,4,6,nt,-1.3,4,10,-0.5
Cc1csc(NC(=O)c2ccc(S(=O)(=O)N(C)c3ccccc3)cc2)n1,0.4,8,5,4,-10,4,0.8,18,-3,-0.8
C[C@H](CO)N1C[C@H](C)[C@@H](CN(C)Cc2ccc(Oc3ccccc3)cc2)Oc2c(NC(=O)C3CC3)cccc2C1=O,4.2&-4.3,14,1,1,-14,nt,3.6,4,6,-16
C/C(=N\NC(=O)c1c[nH]c2ccccc12)c1ccccn1,nt,12,1,15,6,33,-1.8,26,-5,-3.5
Cn1c(=O)[nH]c(=O)c2c1nc(NCCCn1ccnc1)n2CCOc1ccccc1,nt,-2,1,-4,-1,24,0.9,-4,4,-0.5
Cc1cc(NC(=O)c2cccc(Br)c2)n[nH]1,0.8,0,2,-10,6,nt,-1.2,1,6,-0.6
C[C@H](CO)N1C[C@H](C)[C@H](CN(C)C(=O)Cc2cccnc2)Oc2ncc(Br)cc2C1=O,-0.7&4.8,-3,1,0,nt,nt,nt,-8,4,-2.8
COc1cccc(C(=O)Oc2c(CN3CCOCC3)cc(Cl)c3cccnc23)c1,-0.5,-4,0,-1,7,15,-0.3,-1,4,-1.0
O=C(CCl)NC1(C(=O)O)CCCC1,-1.5,-2,-3,-8,nt,nt,nt,-1,9,-3.2
O=C(Cc1c[nH]c2ccccc12)NCc1ccco1,nt,0,2,5,-4,3,0.2,4,11,-0.7
CCOC(=O)c1cc(-c2ccc(OC)cc2)nn1-c1ccccc1C(=O)O,-0.4,11,1,-8,8,5,2.6,9,-1,-3.1
COc1cc(OC)cc(C(=O)Nc2ncc3c(n2)CC(C)CC3=O)c1 (stereo not drawn),0.0,27,0,5,8,24,-1.1,9,7,-2.2
CC[C@H](C)[C@@H]1NC(=O)[C@@H](CC(C)C)NC(=O)[C@H](C(C)C)NC(=O)[C@H]2CSSC[C@H](NC1=O)C(=O)N2,-13,-30,4,-6,nt,nt,nt,nt,nt,-1.3
CSc1ncccc1C(=O)Nc1cccc(S(=O)(=O)N2CCCCCC2)c1,0.0,6,-4,1,-6,nt,-2.5,-1,5,-3.4
CC1=CC(C)(C)N2C(=O)C3(SCC(=O)N3c3ccc(O)cc3)c3cc(C)cc1c32 (stereo not drawn),nt,-2,-2,3,-10,-6,-0.2,-3,2,-3.5
Cc1nn(CC(O)Cn2cnc3c2c(=O)n(C)c(=O)n3C)c(C)c1Br (stereo not drawn),0.7,9,-1,7,-2,-8,0.6,4,8,0.6
COc1ccc(C)cc1NC(=O)c1cc2ccccc2o1,0.6,0,-2,-4,-9,18,0.1,23,6,0.4
CCN(CC(=O)Nc1c(C(=O)OC)[nH]c2ccc(C)cc12)c1ccc2c(c1)OCO2,-0.1,-1,7,-3,-3,0,-0.9,5,-1,-0.1
CC1CCCC(C)N1c1ccc(S(=O)(=O)N2CCOCC2)cc1Cl (stereo not drawn),nt,21,2,-15,-4,12,1.9,-3,5,-1.1
Cc1cc(OC(=O)c2ccc(C(F)(F)F)cc2)c([N+](=O)[O-])c(=O)[nH]1,-0.4,10,3,-20,5,13,1.4,7,-3,0.7
Cc1sc2ncn(CC(=O)N3CCN(c4ccccc4F)CC3)c(=O)c2c1S(=O)(=O)N1CCOCC1,0.2,-6,-2,14,4,8,0.0,3,-18,-2.2
COc1c(C)cc(C(=O)C2CCCN(Cc3ccccn3)C2)cc1C (stereo not drawn),-0.4,14,-4,-1,-3,-28,-0.2,6,0,-3.4
CC1(C)CC(NNCCC#N)=CC(=[N+]2CCCC2)C1,nt,0,2,-17,-1,-5,-0.5,17,29,-0.3
CCOC(=O)C1CCN(CC(=O)NC(=O)NC2CCCCC2)CC1,nt,-6,3,0,-1,37,5.3,-2,6,-1.4
CCOC(=O)C(=O)Nc1ccccc1C(=O)NC(C)C,-1.0,-9,0,0,9,2,-2.7,3,4,-0.4
CC1=C(C(=O)N(C)C)C(c2ccc(C)s2)NC(=S)N1 (stereo not drawn),nt,3,7,-8,6,42,-2.7,-4,1,1.6
CCOC(=O)N1CCC(NC(=O)CCS(=O)(=O)c2ccc3c(c2)CCN3C(C)=O)CC1,0.0,6,1,-8,-8,22,1.4,12,7,-0.8
Cc1c(C(=O)N(C)C2CCCCC2)sc2ncnc(N3CCN(c4ccccc4)CC3)c12,0.1,-8,-4,5,-9,23,-0.4,2,10,-1.6
CCCCn1c(-c2cccnc2)n[nH]c1=S,nt,-9,2,-2,0,-13,0.8,-2,-2,-4.6
O=C(COC(=O)CNC(=O)C1CCCCC1)Nc1ccc(Cl)cn1,1.2,-4,1,-5,-5,nt,-0.9,-9,6,-3.1
CCOC(=O)N1CCN(C(=O)C2CCN(C(=O)c3cc(OC)cc(OC)c3)CC2)CC1,nt,-6,1,-4,1,-8,-2.8,-10,0,-4.9
Cc1cccc(C)c1NC(=O)C1(N(Cc2ccco2)C(=O)c2ccccn2)CCCC1,-0.1,-6,4,2,4,7,-0.5,-12,-12,0.6
Cc1ccc2c(c1)C1OCCC1C1N2C(=O)C2C(C(=O)O)C3C=CC21O3 (stereo not drawn),-0.9,-10,-2,-4,9,16,1.7,14,-3,-2.9
COC(=O)C1CCN(C(=O)N2CCOCC2)CC1,-0.7,1,-1,-8,6,24,-0.6,-10,-5,-1.7
O=C(CSc1nnnn1C1CCCC1)Nc1ccc2c(c1)OCCO2,nt,2,1,-10,-1,27,4.2,1,2,-0.1
O=C(O)c1ccc(CCCc2ccccc2)cc1,-0.6,10,0,-1,nt,nt,nt,3,3,-0.8
CCN(CC(=O)Nc1ccc2c(c1)OCCO2)C(=O)c1ccc([N+](=O)[O-])s1,3.3,22,-1,2,-9,nt,-1.7,12,0,-1.1
Cc1ccc(C)c(CSc2nnc(-c3cccnc3)o2)c1,5.5,2,1,-2,1,26,-2.3,-6,4,-1.3
COC(=O)c1cc(OC)c(OC)cc1NC(=O)c1ccccc1C,nt,-11,1,0,0,17,2.1,-2,-5,-2.1
Cc1cc(C)n2cc(CSc3ccccn3)nc2n1,nt,-1,10,-5,2,9,2.4,-4,1,1.0
CCOC(=O)C1CCN(c2c(N(C)Cc3ccco3)c(=O)c2=O)CC1,8.4,11,2,1,0,21,-0.4,14,12,-0.4
CC(=O)N1c2ccc(S(=O)(=O)NCC3CCC(C(=O)N(C)Cc4ccccc4)CC3)cc2CC1C (stereo not drawn),0.5,-4,1,0,-3,-22,-1.1,-7,-1,-2.8
Cc1ccc(N(CC(N)=O)C2SC(=O)N(Cc3cccc(C(=O)O)c3)C2=O)cc1 (stereo not drawn),0.2,-6,1,-13,10,24,-0.4,18,6,0.1
Cn1c(=O)c2c(ncn2CC(=O)OCC(=O)Nc2sccc2C(N)=O)n(C)c1=O,-0.9,-5,5,-5,-1,nt,-1.0,-9,-1,-4.4
Cc1cccc(N2C(=O)N3[C@H](c4ccc(Br)cc4)[C@@H]4C(=O)N(C(C)(C)C)C(=O)[C@@H]4[C@]3(Cc3ccc(Cl)cc3)C2=O)c1,8.7,-8,0,2,-42,-18,-2.8,3,-9,0.1
O=C(COC(=O)c1ccccc1Nc1ccccc1)NCc1ccccc1Cl,-1.2,-10,-1,-9,6,8,0.7,9,-5,-4.0
Cc1cccc(NS(=O)(=O)c2ccc(-c3ccc(=O)[nH]n3)o2)c1,1.3,-7,1,-9,-3,-7,2.7,12,3,-1.2
COc1ccc(Cl)cc1NC(=S)NCCC(c1ccccc1)c1ccccc1,-0.4,7,0,-15,-158,-13,-1.1,6,5,-5.6
COc1ccccc1NS(=O)(=O)c1cccc(C(=O)NCC(c2ccccc2OC)N2CCCC2)c1 (stereo not drawn),1.5,-1,1,8,5,nt,3.0,-1,1,-0.6
COc1ccc(OCC(=O)NNC(=S)NC(=O)C2CC2)cc1,-4.6,-4,4,-5,nt,9,-1.0,2,2,-0.4
CCOc1ccc(/C=C2\SC(=S)N(Nc3ccccc3)C2=O)cc1OC,nt,-20,1,14,-3,2,2.9,9,11,-1.7
Cc1cccc(NC(=O)c2nc(S(=O)(=O)Cc3ccccc3)ncc2Cl)c1,-0.3,4,-1,7,-1,-7,3.6,-3,17,-3.5
CCOc1cc(/C=N/NC(=O)c2cccnc2)ccc1OCC(=O)N(C)C,nt,9,-1,-1,3,-1,5.1,18,7,0.6
# Next section.
SMILES,BioA inh,CCHFV vOTU inh,FBA Mtb inh,BoNT F protease,Rv3671c protease,DUSP3 inh,Mtb UGM inh,GDH-TPI inh,MazEF act,FadD28 binding
COP(=O)(OC)Oc1ccc(C(O)C(Cl)(Cl)Cl)cc1 (stereo not drawn),-0.5,-8,0,0,2,4,-0.2,6,5,-0.3
O=C(NC1CCN(Cc2ccccc2)CC1)c1ccc(N2CC3CC(C2)c2cccc(=O)n2C3)c([N+](=O)[O-])c1 (stereo not drawn),nt,-4,1,-3,15,31,-2.1,4,5,-2.0
O=C(c1ccccc1NS(=O)(=O)c1ccccc1)N1CCCCCC1,0.0,16,-1,4,0,18,1.0,5,-2,-1.2
CCCC1=NN(C(=O)Cc2ccc(OC)cc2)C(O)(C(F)(F)F)C1 (stereo not drawn),nt,12,-2,-14,-5,46,-1.8,1,3,-1.4
CN1CCN(Cc2cc(=O)oc3cc4c(cc23)CCC4)CC1,-0.7,-5,2,22,-8,-9,-2.2,13,2,-4.0
Clc1ccc(-c2nc3ccc(Cl)cn3c2Cc2ccsc2)cc1,0.3,14,2,4,nt,nt,nt,nt,nt,0.8
O=C(CC1CCCCC1)c1c(O)c2ccccc2oc1=O,-1.2,5,0,11,1,-25,3.9,16,-6,-3.4
O=C1c2ccccc2C(=O)N1OCc1c(F)cccc1Cl,0.6,1,5,-4,-15,7,-3.4,3,-12,-2.9
COc1ccc([N+](=O)[O-])cc1NC(=O)CCN1CCN(c2ccccc2)CC1,nt,12,-2,-14,2,0,-1.7,8,2,-4.0
Cc1cc(C)c(OCC(=O)NCC(C)(C)N2CCOCC2)c(C)c1,-0.5,-3,-2,-8,-1,nt,2.0,-2,-4,-2.2
NNC(=O)C1CC1c1ccc(Cl)cc1 (stereo not drawn),nt,-8,-3,-2,2,18,1.9,3,8,-3.8

# Screening results: PubChem BioAssay, several laboratories
